S-ASM inh = inhibitors of human secretory acid sphingomyelinase; placental ASM, HMU-PC fluorogenic substrate, 60 min; Potency, µM (doses to about 57.5 µM), for inactives: at the highest dose activity change, negative = inhibition, usual class: inhibitors; hit rate 0.006% among 340,000; further: potency means the concentration at half of the fitted maximal effect
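qHTS format. ASM enzyme prepared from human placenta hydrolyses the fluorogenic substrate HMU-PC0 (9 uM final) over 60 min at 37 °C after a 10 min compound preincubation.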
BCR signal inh = inhibitors of chronic active B-cell receptor signaling | ABC-DLBCL IkBa-CBG/CBR reporter, luminescence ratio, 4 h | Potency, µM (top dose mostly 46.1 µM), without a hit: at the top dose ratio change, negative = lower green/red ratio, usual class: inhibitors | hit rate 0.05% among 340,000 | AID 493014; active means well fitted inhibition curve with a large enough effect in the signal ratio, with a control signal flat, not every such curve was filed as active; inconclusive means small, poorly fitted or top-dose-only effect, or effect the other way, or a change in a side signal; the % refers to the signal ratio;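 further: potency means the concentration at half of the fitted maximal effect; plate controls were basal doxycycline-induced cells for no effect and cells given 10 µM MG132 for full effect; MG132 reads +100%, hits lower the ratio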
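TMD8 ABC-DLBCL cells carrying doxycycline-inducible green luciferase fused to IkappaBalpha plus unfused red luciferase were exposed to compounds (up to 46 uM) for 4 hrs at 37C. Activity came from the overlap-corrected green/red luminescence ratio.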
AT treatment = potential ataxia-telangiectasia treatment; […] A-T fibroblasts, KAP-1 phosphorylation AlphaLISA; neocarzinostatin DNA damage 30 min before lysis; Potency, µM (top dose mostly 57.5 µM), without a hit: at the highest dose activation, most hits filed as activators; hit rate 0.19% among 320,000; further: potency means the concentration at half of the fitted maximal effect; % of control where 0% means no effect; nearly all actives have a fitted effect of over 45% in size
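ATM-like activity read as KAP-1 phosphorylation via AlphaLISA donor/acceptor antibody pairs after lysis and 6 hr at 25C. Cells were ATM-null patient fibroblasts ([…], hTERT), dosed 60 min, then exposed to the DSB inducer NCS for 30 min.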
Integrin act MD = activates integrin-mediated alleviation for muscular dystrophy | alpha7betagal myoblasts, beta-gal FDG fluorescence, 48 h | Potency, µM (top dose mostly 38.3 µM), inactives show at the highest dose activation, hits mostly activators | hit rate 0.064% among 350,000 | AID 624291;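 further: potency means the concentration at half of the fitted maximal effect; 100% = response of the positive control SU9516; nearly all actives have a fitted effect of over 60% in size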
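alpha7betagal+/- myoblasts (passage 13, 250/well) treated 48 h at 37C with compounds at 1:260 dilution of DMSO stock. Lysed, then beta-galactosidase activity read as FDG fluorescence (ex 480/em 540) after 30 min, with pre-read for autofluorescence.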
Tb PFK block = T. brucei PFK enzyme inhibition | T. brucei PFK, ADP-Glo luminescence | AID 485367 | Potency, µM (highest dose often 57.5 µM), inactives show top-dose activity, negative = inhibition, most hits filed as inhibitors | O15648 | hit rate 0.17% among 330,000;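 further: potency means the concentration at half of the fitted maximal effect; 0% = uninhibited 1x PFK enzyme wells and -100% = no-enzyme wells; nearly all actives have a fitted effect of over 60% in size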
Target sequence (O15648 whole entry, looked up): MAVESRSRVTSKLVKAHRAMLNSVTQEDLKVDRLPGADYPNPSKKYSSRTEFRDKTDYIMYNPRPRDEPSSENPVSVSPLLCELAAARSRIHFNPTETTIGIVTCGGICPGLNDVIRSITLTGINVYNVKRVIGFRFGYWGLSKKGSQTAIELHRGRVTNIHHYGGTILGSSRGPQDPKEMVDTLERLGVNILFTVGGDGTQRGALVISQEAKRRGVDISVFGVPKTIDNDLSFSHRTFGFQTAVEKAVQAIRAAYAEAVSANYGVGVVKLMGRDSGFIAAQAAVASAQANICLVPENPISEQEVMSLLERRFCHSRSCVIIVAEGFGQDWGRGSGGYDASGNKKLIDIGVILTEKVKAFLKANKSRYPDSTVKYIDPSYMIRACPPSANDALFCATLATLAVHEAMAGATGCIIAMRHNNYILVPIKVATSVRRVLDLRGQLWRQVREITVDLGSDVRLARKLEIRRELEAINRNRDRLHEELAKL
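Compounds were pin-transferred as a titration series up to 57 uM into substrate buffer (0.5 mM F6P, 0.1 mM ATP, pH 8.0), then 1.25 nM PFK was added and reactions ran 45 min before ADP-Glo detection.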
TSHR antagonist = blocks TSH signaling through the human TSH receptor; hit rate 0.2% among 330,000; TSHR-expressing cells, TSH-stimulated cAMP HTRF, 2 h; hits give low values; activity change, negative = inhibition, % at 11.5 µM; P16473;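 active means activity change below a set negative limit, meaning inhibition stronger than a set level, cut at about -70% in these data; inconclusive means activity change between two set negative limits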; further: on the % scale 0 is the no-effect control and ±100 the full control effect
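Read-out is FRET at 665 nm (cryptate excitation 337 nm) from a cryptate-tagged anti-cAMP antibody, competed by cell cAMP against cAMP-d2. Compounds are tested on freshly harvested TSHR cells challenged with 4nM TSH (EC80) for 2 hours at 37 deg C.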
ELG1 DNA repair = blocks ELG1-dependent DNA repair in HEK293T cells; HEK293T ELG1-luciferase reporter, luminescence, 16 h; DNA damage induced by 5-fluorouridine; Potency, µM (highest dose often 46.1 µM), for the others: top-dose activity change, negative = inhibition, hits mostly inhibitors; hit rate 2.3% among 330,000; further: potency means the concentration at half of the fitted maximal effect; on the % scale 0 is the no-effect control and ±100 the full control effect; nearly all actives have a fitted effect of over 55% in size
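DMSO vehicle served as the neutral condition. Each well held 2,000 cells given 5-fluorouridine plus compound; after 16 hr at 37 °C/5% CO2, ONE-Glo was added and luciferase measured 30 min later.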
PTAP TSG101 blk = blocks PTAP/TSG101 interaction to inhibit HIV-1 budding | Fluorescence polarization, FITC-PTAP peptide / Tsg101 binding | Potency, µM (top dose mostly 115 µM), without a hit: at the top dose activity change, negative = inhibition, usual class: inhibitors | 340,000 tested, under 10 active | AID 493005; active means well fitted inhibition curve with a large enough effect in the main read-out, with a control signal flat, not every such curve was filed as active; inconclusive means small, poorly fitted or top-dose-only effect, or effect the other way, or a change in a side signal; inactive means no such curve, though single readings can be large or run the other way; further: potency means the concentration at half of the fitted maximal effect; % of control where 0% means no effect
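Compounds were pin-transferred onto Tsg101 binding domain (10 uM final) in HEPES pH 7.5 buffer, then FITC-PTAP peptide was added at 50 nM final. After 20 min at RT, polarization reported peptide displacement across a qHTS concentration series.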
TCR act = activators of T cell receptors | primary human leukocytes, anti-CD3, IL-2 HTRF, 48 h | Potency, µM (titrated, usually from 9.22 µM), for the others: at the top dose activation of IL-2 secretion, hits mostly activators | 330,000 tested, under 10 active | AID 504894; further: % of control where 0% means no effect
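Primary human leukocytes incubated 48 hr with anti-CD3 beads plus compound, without co-stimulation. Secreted IL-2 measured by HTRF (europium cryptate/d2 anti-IL-2 pair, 320 nm excitation, 665 nm emission).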
Eya2 inh = Eya2 (human) phosphatase inhibition; O00167; recombinant Eya2, OMFP fluorescence dephosphorylation (OMFP is methylfluorescein phosphate); Potency, µM (titrated, usually from 76.9 µM), inactives show at the highest dose activity, negative = inhibition, hits mostly inhibitors; hit rate 0.006% among 330,000; AID 488837; further: potency means the concentration at half of the fitted maximal effect; on the % scale 0 is the no-effect control and ±100 the full control effect
Target sequence (O00167 whole entry, looked up): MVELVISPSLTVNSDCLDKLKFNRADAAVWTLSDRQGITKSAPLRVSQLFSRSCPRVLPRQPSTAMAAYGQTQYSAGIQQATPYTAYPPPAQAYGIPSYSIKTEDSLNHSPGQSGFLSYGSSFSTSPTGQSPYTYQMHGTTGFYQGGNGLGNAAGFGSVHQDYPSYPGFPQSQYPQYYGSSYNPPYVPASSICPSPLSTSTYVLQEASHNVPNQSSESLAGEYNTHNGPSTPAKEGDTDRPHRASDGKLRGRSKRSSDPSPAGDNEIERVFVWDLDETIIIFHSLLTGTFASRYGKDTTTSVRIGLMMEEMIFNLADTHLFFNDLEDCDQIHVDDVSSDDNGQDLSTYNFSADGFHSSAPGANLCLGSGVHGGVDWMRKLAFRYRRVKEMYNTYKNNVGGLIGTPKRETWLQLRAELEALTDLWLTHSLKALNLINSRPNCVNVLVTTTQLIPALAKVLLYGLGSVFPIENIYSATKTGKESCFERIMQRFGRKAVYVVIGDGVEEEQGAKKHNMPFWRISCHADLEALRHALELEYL
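Eya2 protein (added as 0.2 uM solution) was preincubated with compound for 10 min at ambient temperature in 50 mM HEPES pH 7.5, 50 mM NaCl, 5 uM MgCl2, 0.05% BSA, 1 mM DTT. OMFP (added at 50 uM) then reacted 10 min; fluorescence read at 485/525 nm.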
Mito fusion yeast = mitochondrial division inhibition or fusion activation; S. cerevisiae fusion-defective mutant growth rescue, CellTiterGlo 48 h; Potency, µM (top dose mostly 46.1 µM), for the others: at the top dose growth rescue (activation), hits mostly activators; hit rate 0.23% among 320,000; AID 485298;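 further: potency means the concentration at half of the fitted maximal effect; % of control where 0% means no effect; nearly all actives have a fitted effect of over 45% in size; temperature-sensitive fusion mutants such as fzo1-1 at 37 °C on non-fermentable ethanol glycerol medium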
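Compounds are tested for their ability to restore growth of mitochondrial fusion-defective yeast strains at non-permissive 37C in YPEG medium over 48 hours. Viability is quantified by luciferase luminescence.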
* hit, by the source's call; u = inconclusive; x = not tested or not shown; [ ] = dose if it differs, or a comment. Unless noted, the call rests on the fitted dose curve; in most records, active means well fitted curve in the direction sought with a large enough effect; inconclusive means small, poorly fitted or top-dose-only effect, or another doubt; inactive means no such curve, though single readings can be large; an effect the other way counts as inactive or inconclusive.

SMILES	S-ASM inh	BCR signal inh	AT treatment	Integrin act MD	Tb PFK block	TSHR antagonist	ELG1 DNA repair	PTAP TSG101 blk	TCR act	Eya2 inh	Mito fusion yeast
CC1=C(C(=O)Nc2ccccc2C)C(c2ccc(C)o2)NC(=S)N1 (configuration not stated)	11%	1%	0%	-11%	0%	11	-3%	0%	-1%[46.1 µM]	-2%	3%
CN(C)S(=O)(=O)N1CCC(Oc2ccc(C(=O)NC3CCOC(C)(C)C3)cc2)CC1 (configuration not stated)	-1%	2%	5%	-2%	-3%	-1	0%	-3%	4%	-4%	-1%
O=c1c2sc(-c3ccccc3)cc2nc2n1CCC2	-1%	u	-5%	30%	-5%	-13	u	-5%	2%[46.1 µM]	1%	22%
Cc1cc2occ(CC(=O)N(C)CC(=O)Nc3ccc(F)cc3)c2cc1C	x	-12%	-4%	16%	0%	4	1%	-3%	-3%	5%	21%
CCN(CC)Cc1c(C(=O)N/N=C/c2ccncc2)nnn1-c1nonc1N	0%	1%	5%	-15%	1%	21	-10%	0%	-5%	-14%	1%
Cc1cccc(-c2noc(CN(C(=O)C34CC5CC(CC(C5)C3)C4)C(C)C)n2)c1	-3%	2%	4%	36%	-4%	-3	5%	2%	2%	-4%	-9%
COC(=O)C1CCN(C(=O)COC(=O)c2ccc(=O)n(Cc3ccccc3)n2)CC1	x	1%	0%	0%	6%	9	12%	1%	5%	7%	0%
S=C(c1c[nH]c2ccccc12)N1CCOCC1	0%	3%	2%	0%	-3%	-4	-4%	-2%	3%	-6%	10%
Cc1sc2nc(C3CC3)nc(NCCNS(C)(=O)=O)c2c1C	-1%	-2%	1%	0%	1%	-3	-15%	-3%	-2%	17%	1%
COc1cccc(N2CC(O)Cn3c2nc2c3c(=O)[nH]c(=O)n2C)c1 (configuration not stated)	4%	3%	8%	4%	4%	4	-6%	-1%	x	-14%	2%
NS(=O)(=O)c1ccc(CCNc2nc3c(-c4cccc(F)c4)nnn3c3ccccc23)cc1	477%[activator]	u	6%	-17%	5%	3	2.6µM*	-1%	-1%[46.1 µM]	-23%	-4%
CC(=O)NC(Cc1c[nH]c2ccccc12)C(=O)O (configuration not stated)	0%	-12%	6%	7%	6%	-5	-11%	-1%	7%	-2%	-2%
Cc1cc(C(=O)N2CCCC(C(=O)c3cccc(C(F)(F)F)c3)C2)nc(C)n1 (configuration not stated)	1%	-3%	-8%	-22%	1%	1	6%	-1%	-9%	6%	0%
CSCCC(NC(=O)c1ccccc1Cl)C(=O)NCC(c1cccs1)N(C)C (configuration not stated)	2%	0%	-4%	13%	8%	10	10%	-1%	2%	3%	3%
CCCCOc1ccc(NC(=O)C(=O)NCCCn2ccnc2)cc1	3%	u	-3%	7%	0%	0	-6%	2%	2%	-2%	1%
O=C(NN=C1CCCC1)c1cc(Cl)cc(Cl)c1O	132%[activator]	u	6%	45%	1%	-41	-15%	-3%	7%	-12%	1%
COc1ccc(N(CC(=O)Nc2ccc(S(=O)(=O)N3CCOCC3)cc2)S(=O)(=O)c2ccc(F)cc2)cc1	-2%	-2%	-6%	23%	-5%	-7	-18%	-2%	1%	3%	-4%
O=c1c2nnn(-c3ccccc3)c2ncn1C/C=C/c1ccccc1	-6%	3%	1%	13%	3%	-3	7%	-3%	-5%	-5%	2%
CCN(c1ccccc1)S(=O)(=O)c1ccc(C(=O)Nc2cc(C)ccn2)cc1	-1%	1%	2%	-18%	-1%	-16	19%	0%	0%	12%	5%
O=C(CN(C1CC1)S(=O)(=O)c1ccc(S(=O)(=O)N2CCCCCC2)cc1)Nc1ccccc1	-4%	-1%	-3%	10%	4%	-8	u	-2%	2%	9%	-3%
Clc1ccc(-c2nnsc2SCc2ccccc2)cc1	-13%	23%	5%	-12%	1%	-13	u	0%	-6%	-20%	4%
CCc1sc(C(=O)NCc2cc(C)n(C)n2)cc1Br	-2%	-2%	7%	6%[7.66 µM]	1%	-1	-28%	-2%	x	-2%	-8%
Cc1ccc(-n2nc3c(=O)n(CCCC(=O)NCCN4CCN(C)CC4)nc(C)c3c2C)cc1	-5%	-6%	-10%	u	-9%	18	23%	-1%	0%	-7%	0%
O=C(COC(=O)c1cc(-c2ccco2)nc2ccccc12)NCc1ccc2c(c1)OCO2	199%[activator]	13%	0%	-5%	-2%	-7	-10%	0%	-2%	-8%	-2%

Some entries already given, limited to Integrin act MD:
smiles	Integrin act MD
COC(=O)C1CCN(C(=O)COC(=O)c2ccc(=O)n(Cc3ccccc3)n2)CC1	0%
Cc1cc2occ(CC(=O)N(C)CC(=O)Nc3ccc(F)cc3)c2cc1C	16%

Continuation.
SMILES	S-ASM inh	BCR signal inh	AT treatment	Integrin act MD	Tb PFK block	TSHR antagonist	ELG1 DNA repair	PTAP TSG101 blk	TCR act	Eya2 inh	Mito fusion yeast
CCOC(=O)c1ccc(N2CN(CCc3ccccc3)CNC2=S)cc1	-5%	u	-2%	-28%	2%	11	17%	0%	-2%[46.1 µM]	-4%	-3%
CC(Sc1n[nH]c(N)n1)C(=O)Nc1cccc2ccccc12 (configuration not stated)	-3%	-3%	x	-17%	-4%	2	12%	-1%	-24%	-3%	-2%
O=C(CCC(=O)N1CCN(c2ccc(Cl)c(Cl)c2)CC1)c1ccccc1	-15%	-1%	-6%	-35%	u	-10	-15%	2%	-1%	-3%	u
COc1ccc(NC(=S)NC23CC4CC(CC(C4)C2)C3)cc1OC	1%	-2%	4%	-21%	1%	2	14%	-1%	1%	-1%	-11%
CCCn1nc(C(=O)Nc2cc(C(=O)OC)ccc2C)c2ccccc2c1=O	-2%	-1%	0%	13%	-3%	1	-7%	-5%	2%	16%	-1%
Cc1ccc(S(=O)(=O)C2(C(=O)N3CCN(c4ccccc4F)CC3)CC2)cc1	-4%	3%	11%	-17%	-2%	20	-1%	3%	7%	u	5%
O=C(COC(=O)/C=C/c1ccc(OC(F)F)cc1)Nc1ccc2[nH]c(=O)[nH]c2c1	1%	-2%	-6%	15%	-1%	-8	14%	1%	2%[46.1 µM]	-10%	x
O=c1[nH]c2cc(Br)cnc2nc1/C=C(\O)c1ccc(F)cc1	10%	u	2%	21%	-6%	-2	2%	1%	x	-1%	3%
CCOC(=O)C1=C(C)NC(C)=C(C(=O)OCC)C1C(=O)OCC(=O)c1ccc2c(c1)OCCO2	29%	-7%	27%	9%	2%	-9	2.9µM*	-5%	-1%	3%	3%
Cc1cccc(C)c1NS(=O)(=O)c1c(C)[nH]c(=O)[nH]c1=O	5%	1%	-2%	5%	7%	2	12%	-5%	0%	-6%	1%

Arranged by the number under Eya2 inh (ascending): some entries from above
smiles | S-ASM inh | BCR signal inh | Integrin act MD | Tb PFK block | TSHR antagonist | PTAP TSG101 blk | TCR act | Eya2 inh
O=C(COC(=O)/C=C/c1ccc(OC(F)F)cc1)Nc1ccc2[nH]c(=O)[nH]c2c1 | 1% | -2% | 15% | -1% | -8 | 1% | 2%[46.1 µM] | -10%
Cc1cccc(C)c1NS(=O)(=O)c1c(C)[nH]c(=O)[nH]c1=O | 5% | 1% | 5% | 7% | 2 | -5% | 0% | -6%
CCOC(=O)c1ccc(N2CN(CCc3ccccc3)CNC2=S)cc1 | -5% | u | -28% | 2% | 11 | 0% | -2%[46.1 µM] | -4%
CC(Sc1n[nH]c(N)n1)C(=O)Nc1cccc2ccccc12 (configuration not stated) | -3% | -3% | -17% | -4% | 2 | -1% | -24% | -3%
O=c1[nH]c2cc(Br)cnc2nc1/C=C(\O)c1ccc(F)cc1 | 10% | u | 21% | -6% | -2 | 1% | x | -1%
CCOC(=O)C1=C(C)NC(C)=C(C(=O)OCC)C1C(=O)OCC(=O)c1ccc2c(c1)OCCO2 | 29% | -7% | 9% | 2% | -9 | -5% | -1% | 3%
CCCn1nc(C(=O)Nc2cc(C(=O)OC)ccc2C)c2ccccc2c1=O | -2% | -1% | 13% | -3% | 1 | -5% | 2% | 16%

High-throughput results deposited in PubChem by National Center for Advancing Translational Sciences (NCATS).
